# Bioassay records as filed in PubChem BioAssay.
# 14-3-3 PPI: modulators of human 14-3-3 gamma - Raf peptide interaction; P61981; FP, 14-3-3gamma / TMR-pS259-Raf peptide binding; inhibition, % at 40 µM; hit rate 0.19% among 160,000; AID 422; in the data active means inhibition above about 30%;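 further: 0% = protein plus tracer without compound and 100% = blank with tracer alone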
# Target sequence (P61981 whole entry, looked up): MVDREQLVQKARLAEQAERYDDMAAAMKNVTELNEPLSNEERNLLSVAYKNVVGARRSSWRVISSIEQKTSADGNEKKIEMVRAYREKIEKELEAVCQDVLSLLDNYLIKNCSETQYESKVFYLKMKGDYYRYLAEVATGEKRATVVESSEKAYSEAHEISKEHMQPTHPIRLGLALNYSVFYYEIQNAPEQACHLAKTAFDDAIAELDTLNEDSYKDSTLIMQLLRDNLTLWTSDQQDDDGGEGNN
# An asterisk follows results filed as active; & = joins results of further samples.
SMILES,14-3-3 PPI
Cn1c(=O)c2c(SCC(=O)N3CCCC3)nc(-c3cccs3)nc2n(C)c1=O,-4
O=C(Cn1cc2c(n1)CCCC2)N1CCCc2ccccc21,-10
CCC(C)(C(=O)NC1CCCC1)N(Cc1ccco1)C(=O)c1ccc2c(c1)OCO2 (stereo unspecified),-2&-6
CC(C)(C)c1ccc(C(=O)N2CCN(c3ccccn3)CC2)cc1,2
CN(C)CCC(=O)NCC1OCCc2ccccc21 (stereo unspecified),-5
O=C(Nc1ccc(Br)cc1)c1cc(S(=O)(=O)NCC2CCCO2)ccc1F (stereo unspecified),-3
CCOc1cccc(C(=O)N2CCCCC2c2cccnc2)c1 (stereo unspecified),-1
COc1ccc(C(C)C)cc1S(=O)(=O)N1CCN(C)CC1,3
Cc1ccc(NC(=O)CCCCC(=O)Nc2ccc(C)c(Br)c2)cc1Br,-6
COc1cc(C(=O)Nc2ccc(S(=O)(=O)N3CCCCC3)cc2)cc(OC)c1OC,-10
O=C1CC(c2nc3ccccc3[nH]2)CN1Cc1ccccc1 (stereo unspecified),-5
Cc1ccc2c(c1C)NC(C)CC2C (stereo unspecified),-10
Cc1oc2cc(O)ccc2c(=O)c1-c1cnn(-c2ccccc2)c1,6
CCOc1ccc(C=Nc2ccccc2Sc2c(C)n[nH]c2C)cc1,0
Cc1ccc(S(=O)(=O)NC(=NC(C)C(=O)O)c2ccccc2)cc1 (stereo unspecified),2&0
CCOC(=O)CC(NC(=O)c1ccc(C(C)(C)C)cc1)c1cccc([N+](=O)[O-])c1 (stereo unspecified),-1
CC1(C)Cc2[nH]c(=S)c(C#N)cc2CO1,-12
O=C(Nc1ccccc1)c1cccs1,6
O=C(CSc1nc2[nH]ncc2c(=O)n1-c1ccccc1Br)NCc1ccco1,-2&-19
CCOc1ccc(NS(=O)(=O)c2ccc3[nH]cc(C(=O)NCCOC)c(=O)c3c2)cc1,-13
Clc1ccccc1C(c1nnnn1Cc1ccco1)N1CCN(Cc2ccco2)CC1 (stereo unspecified),6
COc1ccccc1NC(=O)c1cc(S(=O)(=O)N2CCCc3ccccc32)ccc1F,-5
COC(=O)C1C(=O)CC(C)(O)C(C(=O)OC)C1c1ccc(C(C)C)cc1 (stereo unspecified),-1
CC1=NN(c2nc3ccccc3s2)C(O)(C(F)(F)F)C1 (stereo unspecified),7
COc1cccc(Nc2ccc(C(=O)O)cc2N)c1,-98
CCCn1c(Sc2nnnn2-c2ccccc2)n[nH]c1=O,-3
COc1ccc(C(=O)Oc2cc3c(C)cc(=O)oc3cc2Cl)cc1OC,7
COc1ccc(C(=O)Nc2cc(C(=O)N3CCN(c4ccccc4OC)CC3)ccc2N2CC3CC(C2)c2cccc(=O)n2C3)cc1 (stereo unspecified),2
COc1ccc(NC(=O)Nc2ccc(N3CCCC3=O)cc2)cc1OC,14
O=c1c(-c2ccc(F)cc2)coc2cc(O)ccc12,-4
Cc1cccc(OCCNC(=O)c2ncn[nH]2)c1,-6
COc1ccc(-c2noc(CCC(=O)N(C)c3cccc(C)c3)n2)cc1,1&-6
Cc1nnc(SCc2nnc(-c3ccccc3Br)o2)n1-c1ccccc1,-7
CCOCCCNC(=O)c1cc(Nc2ccc(C)c(C)c2)nc2ccccc12,2
O=C(CSc1nnc(Cc2ccccc2)o1)NCCc1ccccc1,-17
Cc1cc(C)n2c(Nc3ccc4c(c3)OCCO4)c(-c3ccc(Cl)cc3)nc2n1,-6
Cc1ccc(C(=O)Nc2c3c(nn2-c2ccc(F)cc2)CSC3)cc1[N+](=O)[O-],-3
Cc1ccc2[nH]c3c(c2c1)CN(C(=O)CN1CCN(c2ccccn2)CC1)CC3,-5
O=C(Nc1c2c(nn1-c1ccc(Cl)cc1)CSC2)c1cccc(Cl)c1,3
O=C(CSCC(=O)c1ccc2c(c1)Cc1ccccc1-2)Nc1ccc2ccccc2c1,-8
Cc1ccccc1CSCC(=O)Nc1c(C)n(C)n(-c2ccccc2)c1=O,-8
CCOCCn1c(CN2CCC(Cc3ccccc3)CC2)nc2c1c(=O)n(C)c(=O)n2C,-10
COc1cccc(CNC(=O)c2nnn(-c3ccccc3OC)c2N)c1,-4
Cc1cc(OCC(=O)N2CCN(c3ccccn3)CC2)cc(C)c1Cl,-5
Cc1cc2oc(=O)cc(CN3CCN(Cc4ccccc4)CC3)c2cc1Cl,-6
CC(C)Cn1cc(C(=O)NCCN2CCN(c3cccc(Cl)c3)CC2)c2c3ccccc3n(C)c2c1=O,-6
Cc1cc(C(=O)OCc2nc3ccccc3s2)c(C)o1,-7
CC1CCCCN1S(=O)(=O)c1ccc(C(=O)Nc2ccccc2-c2nc3ccccc3o2)cc1 (stereo unspecified),-4
COc1ccc(C)cc1NC(=O)c1[nH]c(C)c(C(C)=O)c1C,4&-10
CCN(CC)CCCNCc1cccc(C)c1,6

# Continued:
SMILES,14-3-3 PPI
CCOC(=O)CNC(=O)c1ccc2[nH]c3c(c2c1)CCCC3,-1
COc1ccc2nc(NC(=O)C3c4ccccc4C(=O)N(C)C3c3cccs3)sc2c1 (stereo unspecified),3
Cc1c(Cc2c(C)n(C)n(-c3ccccc3)c2=O)c(=O)n(-c2ccccc2)n1C,0
Cc1cc(C)nc(N(C#N)CCOc2ccccc2)n1,5
CCc1ccccc1NC(=O)CSc1nnc(COc2ccccc2Cl)o1,2
CCOC(=O)C1CCCN(C(=O)Nc2cccc(Cl)c2)C1 (stereo unspecified),5
O=C(NCCSc1c(-c2ccc(Br)cc2)[nH]c2ccccc12)c1ccc(N2C(=O)CCC2=O)cc1,-2
CCOC(=O)C1=Nc2ccccc2C1=[N+]=[N-],-4
O=C1c2ccccc2C(=O)N1CCn1c(=O)oc2ccccc21,-2
COc1ccc(OC)c(-n2c(SCC#N)nc3c(sc(=S)n3-c3ccccc3)c2=O)c1,-4
CCCSc1nnc2c(n1)OC(c1cccs1)Nc1ccc(Br)cc1-2 (stereo unspecified),-26
CCCC(C(=O)O)N1C(=O)C2C3C=CC(C3)C2C1=O (stereo unspecified),-8
O=C(NCc1ccco1)C(Cc1ccccc1)NS(=O)(=O)c1ccc(Cl)cc1 (stereo unspecified),2
Cc1ccc(S(=O)(=O)NCCNC(=O)c2ccccc2)cc1,1
COC(=O)c1c(N)n(-c2cc(C)cc(C)c2)c2nc3ccccc3nc12,3
CC1=C(C(=O)OCC2CCCO2)C(c2ccc(C)s2)C2=C(CC(c3cccs3)CC2=O)N1 (stereo unspecified),-15
CCC(=O)N1c2ccc(S(=O)(=O)CCC(=O)Nc3cccc(C)c3)cc2CC1C (stereo unspecified),-19
CCOc1ccc(-c2nnc3sc(-c4c(OC)cccc4OC)nn23)cc1,-8
Cc1ccc(Nc2c3c(nc4ccccc24)CCC3)cc1,-3
O=C(Nc1nnc(-c2ccc(Cl)cc2)o1)C1CCCCC1,-4
CC(C)(C)OC(=O)C1C(=O)CC(C)(O)C(C(=O)OC(C)(C)C)C1c1ccc(C(C)(C)C)cc1 (stereo unspecified),10
O=C(C1CCCN(S(=O)(=O)c2cccc3nsnc23)C1)N1CCc2ccccc21 (stereo unspecified),-5&-5
O=C(Cn1nnc(-c2ccc(CN3CCOCC3)cc2)n1)N1CCCc2ccccc21,-1
O=C1C2C3C=CC(C3)C2C(=O)N1c1ccc(NCCc2ccccc2F)c([N+](=O)[O-])c1 (stereo unspecified),0
O=C(O)c1cccc(NC(=O)C2CC=CCC2C(=O)O)c1 (stereo unspecified),5
FC(F)(F)c1cccc(-n2cc(-c3ccccc3)[nH]c2=S)c1,0
COc1cc(C)nc(Oc2ccc(=O)[nH]n2)n1,-12
COc1ccc(C2SCCN2S(=O)(=O)c2ccc(Cl)cc2)cc1Br (stereo unspecified),-5
Cc1ccc(-n2c(=O)cc(NCc3cccnc3)[nH]c2=O)cc1,2
CCOc1cccc2c1OC1(C)CC2NC(=S)N1c1cccc(SC)c1 (stereo unspecified),-3
CC1CC(C)(C)NC(=S)N1CC(=O)N1CCN(c2cccc(Cl)c2)CC1 (stereo unspecified),2
CCCCOC(=O)C(C)Oc1ccc(=O)n(-c2ccccc2)n1 (stereo unspecified),-4
CCOC(=O)c1c(C)oc2c1c(C=NCC1CCCO1)c(O)c1ccccc12 (stereo unspecified),-24
OCCCc1nc2n(n1)C(c1cccs1)C=C(c1ccccc1)N2 (stereo unspecified),-29&-21
OCCCc1nc2ccccc2n1CCc1ccccc1,5
COc1cccc(OC)c1OCCN1CCN(C(=O)c2ccco2)CC1,-6
O=C(Nc1cnccn1)c1cccs1,-10
Cc1ccc(C2C=C(c3ccc(Br)cc3)Nc3nnnn32)cc1 (stereo unspecified),-33
O=C(OCc1ccc2c(c1)OCO2)c1ccc(S(=O)(=O)N2CCCC2)cc1,4
CCOC(=O)CCCNC(=O)COc1ccccc1C#N,-2
O=C(C1CCC(Cn2c(=O)[nH]c3ccccc3c2=O)CC1)N1CCN(c2cccc(C(F)(F)F)c2)CC1 (stereo unspecified),-2
Cc1ccc(NC(=O)c2cc(S(=O)(=O)N3CCCC3)ccc2F)cc1F,-5
O=C(Nc1ccc(COc2ccccc2)cc1)c1cccc([N+](=O)[O-])c1,-5
COc1ccc(C2C3=C(Nc4ncnn42)c2ccccc2OC3c2ccc(F)cc2)cc1 (stereo unspecified),-5
COc1ccccc1CNC(=O)c1ccc2c(=O)[nH]c3c(C(=O)NC4CCCC4)sc(=S)n3c2c1,-33
O=C(O)CN1C(=O)COc2ccc(S(=O)(=O)N3CCOCC3)cc21,-5
Cc1ccc(NC(=O)Nc2ccccc2)c(-n2cccc2)c1C,2
O=C(NCc1ccco1)c1ccc2c(c1)N(Cc1cccc(Cl)c1)C(=O)CS2,-29
Cc1nc(SCCC(=O)O)c2ccccc2n1,1
COc1ccc(Nc2ncc(C(=O)N3CCC(Cc4ccccc4)CC3)c3ccccc23)cc1,-13

# Part of the list above in a different format.
compound	14-3-3 PPI
O=C(C1CCC(Cn2c(=O)[nH]c3ccccc3c2=O)CC1)N1CCN(c2cccc(C(F)(F)F)c2)CC1 (stereo unspecified)	-2
COc1ccc(Nc2ncc(C(=O)N3CCC(Cc4ccccc4)CC3)c3ccccc23)cc1	-13

# The list goes on.
SMILES,14-3-3 PPI
COc1ccc(-n2c(C)cc(C(=O)CSc3nn4c(=O)c(C(C)(C)C)nnc4s3)c2C)cc1,-16
CCOc1cccc(C2NC(=O)NC(C)=C2C(=O)OCC(Cl)(Cl)Cl)c1 (stereo unspecified),1
CCCc1noc(-c2ccc(-c3ccccc3)cc2)n1,-5
Cc1ccc(Nc2c(-c3cccnc3)nc3cc(C)ccn23)cc1,-7
CC1C(O)CCN(C)C1C (stereo unspecified),-10
CC1CCN(c2nc3c(c(=O)n(C)c(=O)n3C)n2CC(=O)c2ccccc2)CC1,-6
CCn1c(Cc2ccccc2)nnc1SCC(=O)Nc1nc2ccccc2s1,1
Cc1cc(C)nc(N2CCC(C(=O)NCC3CCCCC3)CC2)n1,-5
COc1ccc(Cl)cc1NC(=O)c1ccccc1OC(C)=O,-8
COc1ccc2nc3sc(C(=O)N4CCC(C(N)=O)CC4)cc3cc2c1,-2
Cc1cc(OCC(=O)NC2CCCCC2C)cc(C)c1Cl (stereo unspecified),-6
CC(C)CCNC(=O)CSc1nc(Nc2ccc3c(c2)OCO3)c2ccccc2n1,-5
COC(=O)C(C)Sc1ccc2nnc(-c3cccc(F)c3)n2n1 (stereo unspecified),-2
Cc1[nH]c2ccccc2c1C(c1ccccn1)N1CCCCC1 (stereo unspecified),-2
COc1ccccc1C(=O)Nc1ccc(S(N)=O)cc1 (stereo unspecified),-7
CCCC(=O)NCCc1cc2c(C)ccc(C)c2[nH]c1=O,-1
O=C1NC(=O)c2cc(N=Cc3ccc(Cl)cc3)ccc21,5
O=C1C=CC(=O)N1c1cc(Cl)ccc1Oc1ccccc1,-25
Nc1nc2ccc(NC(=O)c3ccc4nc(N)sc4c3)cc2s1,-13
CN1C(=O)c2ccccc2C(C(=O)Nc2cccnc2)C1c1cn(C)c2ccccc12 (stereo unspecified),-7
COc1ccc(OCC(=O)Nc2cc(C)on2)cc1,-4
O=C(Cn1c2ccccc2c(=O)c2ccccc21)Nc1ccc(F)cc1,-9
Cc1ccc(C)c(-n2c(N)c(C(N)=O)sc2=S)c1,5&4
CCn1cc(CNC(=O)C2C3CCC(C3)C2C(=O)O)cn1 (stereo unspecified),-5&0
Brc1ccc(CSc2ncnc3c2oc2ccccc23)cc1,-1
CCn1c(SCc2ccccc2Cl)nc2c1c(=O)[nH]c(=O)n2C,3
CCc1ccc(S(=O)(=O)NCC(=O)O)cc1,-12
CC(C)(C)NC(=O)c1cc2nc3c(c(C(F)(F)F)n2n1)CCc1ccccc1-3,3
Cc1cccn2c(=O)c3cc(C(=O)N4CCCC(C)C4)sc3nc12 (stereo unspecified),1

# In the list so far, 18 have an aryl thioether with sulfur outside any ring.
SMILES,14-3-3 PPI
Cn1c(=O)c2c(SCC(=O)N3CCCC3)nc(-c3cccs3)nc2n(C)c1=O,-4
CCOc1ccc(C=Nc2ccccc2Sc2c(C)n[nH]c2C)cc1,0
O=C(CSc1nc2[nH]ncc2c(=O)n1-c1ccccc1Br)NCc1ccco1,-2&-19
CCCn1c(Sc2nnnn2-c2ccccc2)n[nH]c1=O,-3
Cc1nnc(SCc2nnc(-c3ccccc3Br)o2)n1-c1ccccc1,-7
O=C(CSc1nnc(Cc2ccccc2)o1)NCCc1ccccc1,-17
CCc1ccccc1NC(=O)CSc1nnc(COc2ccccc2Cl)o1,2
O=C(NCCSc1c(-c2ccc(Br)cc2)[nH]c2ccccc12)c1ccc(N2C(=O)CCC2=O)cc1,-2
COc1ccc(OC)c(-n2c(SCC#N)nc3c(sc(=S)n3-c3ccccc3)c2=O)c1,-4
CCCSc1nnc2c(n1)OC(c1cccs1)Nc1ccc(Br)cc1-2 (stereo unspecified),-26
CCOc1cccc2c1OC1(C)CC2NC(=S)N1c1cccc(SC)c1 (stereo unspecified),-3
Cc1nc(SCCC(=O)O)c2ccccc2n1,1
COc1ccc(-n2c(C)cc(C(=O)CSc3nn4c(=O)c(C(C)(C)C)nnc4s3)c2C)cc1,-16
CCn1c(Cc2ccccc2)nnc1SCC(=O)Nc1nc2ccccc2s1,1
CC(C)CCNC(=O)CSc1nc(Nc2ccc3c(c2)OCO3)c2ccccc2n1,-5
COC(=O)C(C)Sc1ccc2nnc(-c3cccc(F)c3)n2n1 (stereo unspecified),-2
Brc1ccc(CSc2ncnc3c2oc2ccccc23)cc1,-1
CCn1c(SCc2ccccc2Cl)nc2c1c(=O)[nH]c(=O)n2C,3

# Some of the compounds tested, so the mix of outcomes need not match the whole.
